MazF activator: activators of E. coli MazEF toxin-antitoxin RNase, primary screen, biochemical, fluorescence, uHTS; Endoribonuclease toxin MazF (Escherichia coli (strain K12)), P0AE70; FAM/BHQ RNA-DNA oligo cleavage fluorescence, 5 h; activation, % at 20 µM; 350,000 compounds, 0.32% hits; in the data active = activation above about 50%
Target sequence (P0AE70 whole entry, looked up): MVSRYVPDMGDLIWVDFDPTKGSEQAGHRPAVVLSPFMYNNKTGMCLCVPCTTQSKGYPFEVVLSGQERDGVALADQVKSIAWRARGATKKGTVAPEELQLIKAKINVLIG
TcdB inh: TcdB glycohydrolase inhibitors, primary screen, biochemical, single point, plate reader; TcdB glycohydrolase enzymatic assay; 350,000 compounds, 0.24% hits; Toxin B (Clostridioides difficile), P18177; inhibition, % at 9.99 µM; in the data active = inhibition above about 10%
VHR inh abs: VHR1 phosphatase inhibitors, primary screen, biochemical, absorbance, uHTS; Dual specificity protein phosphatase 3 (Homo sapiens), P51452; recombinant VHR phosphatase, pNPP absorbance; inhibition, % at 13.3 µM; 290,000 compounds, 0.52% hits; AID 1654, 2009; in the data active = inhibition above about 50%; note: some compounds called inactive have numbers as strong as hits
Target sequence (P51452 whole entry, looked up): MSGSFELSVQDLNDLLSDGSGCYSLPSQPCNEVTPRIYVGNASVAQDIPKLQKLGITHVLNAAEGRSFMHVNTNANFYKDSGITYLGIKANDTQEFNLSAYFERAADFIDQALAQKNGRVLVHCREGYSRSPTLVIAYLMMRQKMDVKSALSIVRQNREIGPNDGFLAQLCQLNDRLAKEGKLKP
Anthrax LF inh2: Bacillus anthracis LF protease inhibitors, primary screen, biochemical, multiplex microsphere, MLPCN library. Lethal factor (Bacillus anthracis), P15917. multiplex microsphere protease cleavage assay. inhibition, % at 10 µM. 360,000 compounds, 0.12% hits. AID 588501, 2011; in the data active = inhibition above about 30%; inconclusive = no clear call, values can overlap the other calls; note: plate controls were buffer without enzyme for full effect and enzyme alone for no effect
Target sequence (P15917 whole entry, looked up): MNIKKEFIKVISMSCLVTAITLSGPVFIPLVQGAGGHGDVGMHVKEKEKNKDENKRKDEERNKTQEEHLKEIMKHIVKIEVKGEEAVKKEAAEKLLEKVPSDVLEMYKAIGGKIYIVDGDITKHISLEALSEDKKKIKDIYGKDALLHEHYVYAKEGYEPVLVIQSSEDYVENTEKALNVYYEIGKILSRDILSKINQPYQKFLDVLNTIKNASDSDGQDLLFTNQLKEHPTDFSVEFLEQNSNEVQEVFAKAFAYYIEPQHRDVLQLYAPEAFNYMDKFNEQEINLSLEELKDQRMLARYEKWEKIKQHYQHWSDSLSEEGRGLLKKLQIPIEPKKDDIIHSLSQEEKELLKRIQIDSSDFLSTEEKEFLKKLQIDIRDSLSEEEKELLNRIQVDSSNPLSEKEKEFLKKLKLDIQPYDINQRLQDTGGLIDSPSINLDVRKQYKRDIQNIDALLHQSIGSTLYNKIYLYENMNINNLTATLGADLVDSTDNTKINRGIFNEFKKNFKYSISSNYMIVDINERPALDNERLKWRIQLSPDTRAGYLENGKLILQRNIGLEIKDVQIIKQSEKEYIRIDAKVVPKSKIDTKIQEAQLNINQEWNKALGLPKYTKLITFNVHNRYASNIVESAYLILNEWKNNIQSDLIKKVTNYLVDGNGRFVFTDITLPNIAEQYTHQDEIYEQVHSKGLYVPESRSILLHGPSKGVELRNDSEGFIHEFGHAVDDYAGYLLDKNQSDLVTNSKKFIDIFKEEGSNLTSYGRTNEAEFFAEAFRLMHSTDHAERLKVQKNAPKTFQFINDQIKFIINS
PfHsp40 yeast: rescue of yeast from PfHsp40 toxicity, primary screen, S. cerevisiae, ATP luminescence | growth rescue, % at 12.5 µM | 340,000 compounds, 0.68% hits | S. cerevisiae expressing PfHsp40, growth rescue; in the data active = growth rescue above about 28%, passing the limit was not always enough; inconclusive = no clear call, values can overlap the other calls;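 note: yeast W303a lacking pdr1 and pdr3 grown in galactose medium; growth measured after three days at 30 °C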
Rv3671c protease: Rv3671c serine protease inhibitors, primary screen, biochemical, fluorescence polarization, M. tuberculosis H37Rv. P9WHR9. inhibition, % at 5.96 µM. 320,000 compounds, 0.048% hits. AID 2606, 2010; in the data active = inhibition above about 38%;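 note: extracellular domain of Rv3671c used as enzyme; 0% = enzyme with DMSO and 100% = no enzyme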
Vc quorum ag: inducers of Vibrio cholerae quorum light production without autoinducers, primary screen, BH1578 luxS cqsA deficient, single point; V. cholerae BH1578 lux reporter, luminescence, 6 h; activation, % at 18.7 µM; 350,000 compounds, 0.16% hits; AID 588436, 2011; in the data active = activation mostly above about 9.7%, no sharp cut-off; inconclusive = no clear call, values can overlap the other calls; inactive = mostly below about 3.7%; note: not every result past the cut was called active; inactives centre near 0; reference of the scale not given here
SARS 3CLpro inh: SARS-CoV 3CLpro protease inhibitors, primary screen, biochemical, quenched FRET; inhibition, % at 6 µM; Replicase polyprotein 1ab (Severe acute respiratory syndrome coronavirus), P0C6X7; 290,000 compounds, 0.14% hits; AID 1706, 2009; recombinant SARS-CoV 3CLpro, quenched FRET peptide cleavage; in the data active = inhibition above about 12%
PriA SSB inh: inhibitors of Klebsiella pneumoniae PriA binding to SSB C-terminal tail, primary screen, biochemical, AlphaScreen; AID 1272365, 2023; PriA–SSB C-terminal tail interaction (Klebsiella pneumoniae); inhibition, % at 33 µM; AlphaScreen SSBct-PriA binding, biotinylated peptide; 430,000 compounds, 0.6% hits; in the data active = inhibition mostly above about 37%, no sharp cut-off; inactive = mostly below about 20%;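 note: plate controls were negative control peptide for no effect and reference peptide for full effect; strong numbers were not always called active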
Y pestis TopoI: Yersinia pestis topoisomerase I inhibitors, primary screen, biochemical, cleavage product accumulation, plate reader, single point. activity, % at 10 µM. Y. pestis Topo-I cleavage product accumulation. AID 504884, 2011. 360,000 compounds, 0.064% hits. DNA topoisomerase I (Yersinia pestis CO92); in the data active = activity above about 50%, passing the limit was not always enough; inconclusive = no clear call, values can overlap the other calls; note: inactives centre near 2
Starred values were filed as active, the others as inactive; i = inactive; ? = inconclusive; nt = not tested or not shown.

SMILES | MazF activator | TcdB inh | VHR inh abs | Anthrax LF inh2 | PfHsp40 yeast | Rv3671c protease | Vc quorum ag | SARS 3CLpro inh | PriA SSB inh | Y pestis TopoI
COc1ccccc1NS(=O)(=O)c1cccc(NC(=O)Nc2cccc(Cl)c2)c1 | 77* | nt | 6 | 0 | 2.1 | -298 | -0.3 | 7 | -3 | -7
O=c1[nH]c(N2CCOCC2)cc2ccccc12 | 3 | -0.9 | nt | 3 | -1.5 | -108 | i | nt | -7 | -2
CCN1C[C@@H]2[C@@H]3C(=O)N(Cc4ccccc4)C(=O)[C@@H]3[C@](C)(C1=O)N2C(=O)c1ccc(Br)cc1 | 4 | 0.3 | nt | 1 | -0.8 | nt | i | nt | -1 | 22
Cc1ccc(S(=O)(=O)N2CCCCC2)cc1NC(=O)C1CC1 | -6 | -1.1 | nt | ? | -1.3 | 7 | i | nt | 8 | -2
COC(=O)c1ccc(Oc2nc(Nc3ccc(F)cc3)nc(N3CCCC3)n2)cc1 | -20 | nt | -16 | 5 | 0.3 | -6 | i | 3 | -4 | 1
O=C(c1cc2cc(Cl)ccc2[nH]1)N1CCN(c2ccccn2)CC1 | 3 | 0.3 | 26 | 0 | 3.6 | 4 | i | -3 | -24 | 0
Cc1noc(C)c1COc1ccc(C(=O)N2CCC(C(N)=O)CC2)cc1 | 7 | -1.9 | nt | -3 | 0.0 | 0 | -0.4 | nt | 1 | 1
COc1cc(NC(=O)C2=C(N3CCOCC3)/C(=C\c3ccc(Br)cc3)CC2)cc(OC)c1OC | 0 | nt | 5 | 0 | -0.5 | -3 | 7.7 | -2 | 5 | 10
CCOC(=O)CSc1nn(-c2ccccc2)c(=S)s1 | -1 | 0.4 | 24 | -12 | -0.1 | 0 | -1.0 | 1 | -47 | 10
CC(O)C(=O)NCCOCCOCCNC(=O)C(C)O (stereo unspecified) | 1 | nt | 24 | nt | -1.2 | -5 | -3.4 | 3 | 2 | 0
CCC(=O)Nc1cccc(C2=NOC3(C2)C[C@@H](C(N)=O)N(C(=O)CC)C3)c1 (stereo partly specified) | -1 | 0.8 | 0 | -10 | 0.0 | -5 | 11 | nt | -12 | 6
CCOc1ccccc1NC(=O)CCNS(=O)(=O)c1cccc2nsnc12 | 1 | 1.1 | 31 | 10 | -0.8 | 5 | -0.3 | 2 | 1 | 5
CCOC(=O)N1CCC(=NNC(=O)COc2cccc(C)c2)CC1 | -3 | -0.2 | 6 | 2 | -0.6 | -6 | i | 0 | -8 | 5
O=C1NCCCC1C(=O)Nc1ccccc1C(F)(F)F (stereo unspecified) | 6 | nt | 17 | ? | -1.3 | -1 | -0.4 | -7 | -11 | 6
COc1cc(NC(=O)c2ccc(F)cc2)c(OC)cc1Cl | -2 | nt | 9 | -1 | 1.4 | -11 | -3.7 | 2 | -14 | 4
Cc1ccccc1CNC(=O)c1csc([C@H]2C[C@H](O)[C@@H](CO)O2)n1 | nt | 1.5 | nt | -5 | nt | nt | -0.3 | nt | nt | -3
O=P(OCC1CCCO1)(OCC1CCCO1)OCC1CCCO1 (stereo unspecified) | 4 | 1.7 | nt | -5 | -0.9 | nt | nt | nt | -13 | 3
O=C(NCc1cccnc1)c1ccccc1NS(=O)(=O)c1ccc(Br)cc1 | -1 | -0.9 | nt | 12 | -0.9 | -1 | -0.1 | nt | -1 | -1
Cc1cc(C)nc(SCC(=O)c2ccc(O)c(O)c2)n1 | 9 | 11* | 2 | 13 | -0.6 | -2 | 0.3 | -4 | 6 | 2
COc1ccccc1CNc1ncnc2c1cnn2-c1ccccc1 | -16 | -2.7 | 26 | -1 | 0.9 | 7 | -0.3 | nt | 46* | 3
COc1cccc(C2C(C#N)=C(N)OC3=C2C(=O)CCC3)c1OC(=O)c1ccco1 (stereo unspecified) | 13 | nt | -9 | 2 | -0.6 | 6 | 0.0 | 0 | 1 | -2
O=S(=O)(NCc1ccccc1)c1ccc(Cl)cc1 | 0 | nt | -4 | 1 | 4.4 | 0 | -0.2 | 1 | -25 | 0
COc1ccc(NS(=O)(=O)c2c(C)[nH]c(C)c2C(=O)N2CCCCC2)cc1Cl | 7 | -0.5 | -27 | -2 | -0.6 | 3 | i | 3 | 6 | -1
CCOC(=O)c1c(C)[nH]c(C)c1S(=O)(=O)NC(C)Cc1ccco1 (stereo unspecified) | 11 | 0.0 | -5 | -3 | 0.8 | 0 | i | 2 | 2 | -2
C=CCOc1cccc(/C=C2\C(=O)N(Cc3ccc(C)cc3)C(C)=C2C(=O)OC)c1 | -54 | 0.9 | 21 | -2 | 1.2 | -9 | i | 5 | -7 | 16
Carrying on:
SMILES | MazF activator | TcdB inh | VHR inh abs | Anthrax LF inh2 | PfHsp40 yeast | Rv3671c protease | Vc quorum ag | SARS 3CLpro inh | PriA SSB inh | Y pestis TopoI
Cc1cc(C(=O)NC2CCCCC2C)c2ccccc2n1 (stereo unspecified) | -4 | 0.7 | 2 | -4 | 2.3 | 2 | -2.5 | -2 | -22 | 1
Cc1ccc(-c2cn(C[C@H]3CC[C@@H]([C@@H]4CC[C@H](Cn5cc(-c6ccc(C)cc6)nn5)O4)O3)nn2)cc1 | 1 | 1.0 | 17 | 2 | -0.7 | -2 | i | -6 | -25 | 13
CN1CCN(Cc2ccccc2C(F)(F)F)CC1 | -5 | nt | 7 | -8 | 3.0 | -15 | -0.7 | 1 | -2 | 2
N#CC1=C(N)Nc2ncnn2C1c1ccc([N+](=O)[O-])cc1 (stereo unspecified) | 0 | 0.6 | 4 | 4 | -1.6 | -29 | -0.3 | 5 | -2 | 9
O=C1Nc2ccccc2CCC1Sc1nnc(-c2ccc(Cl)cc2)s1 (stereo unspecified) | 2 | nt | 4 | -2 | 0.1 | -7 | i | -3 | -3 | 5
CC1=C(C(=O)Nc2ccc(Cl)cc2C(=O)N2CCC(C(N)=O)CC2)SCCO1 | -6 | 1.1 | 36 | -4 | -0.5 | 5 | 5.6 | 5 | -6 | 0
COc1ccc(NS(=O)(=O)c2cc(NC(=O)c3cc(=O)c4ccccc4o3)ccc2OC)cc1 | 26 | 1.1 | 37 | -7 | 0.6 | -117 | 1.4 | 0 | -2 | 1
O=C(CCSc1nc2ccccc2o1)Nc1ccccc1 | -5 | -1.0 | 11 | 18 | 0.8 | 1 | i | 5 | -9 | -4
COc1ccc(S(=O)(=O)N2CCCC(C(=O)NCc3ccncc3)C2)cc1Cl (stereo unspecified) | 2 | nt | 0 | -4 | -1.8 | -2 | -0.4 | 6 | -3 | -4
Cc1[nH]c(C(=O)N/N=C/c2ccc(C(=O)O)cc2)c(C)c1C(=O)N/N=C/c1ccc(C(=O)O)cc1 | -4 | nt | 26 | 0 | -0.2 | -7 | 0.6 | 0 | nt | -5
COc1ccc(NC(=O)N2CCCC2C(=O)Nc2cccc(C)c2C)cc1 (stereo unspecified) | -4 | -2.8 | 12 | -1 | -1.6 | -9 | -0.2 | 4 | 12 | 7
Cc1cccc(C)c1NC(=O)COC(=O)c1cc(S(=O)(=O)Nc2ccc(Cl)cc2)ccc1O | -8 | nt | nt | 1 | -1.2 | -21 | -0.1 | nt | -4 | -2
CN(CCC#N)c1ccc(/C=C(\C#N)c2ccccn2)cc1 | -3 | -4.7 | -3 | -1 | 15 | 2 | -0.5 | -15 | -17 | 5
CCn1nc(C)c(/C=N/NC(=O)c2ccoc2C)c1C | 9 | nt | 20 | -14 | -0.9 | 0 | i | 2 | nt | -4
Cc1c(Cl)c(C(=O)NNC(=S)Nc2ccccc2)nn1C | 1 | nt | 13 | -1 | 0.9 | 0 | -0.9 | 3 | -4 | -8
CC(C)[C@H](NS(=O)(=O)c1cccc(C(F)(F)F)c1)C(=O)OCC(N)=O | 2 | 2.3 | 7 | 1 | -1.2 | 3 | i | 1 | -21 | -7
CCc1ccc(C(=O)OCC(=O)c2c(N)n(CC(C)C)c(=O)n(C)c2=O)cc1 | -3 | 0.7 | 33 | 2 | 0.4 | -4 | -0.1 | 2 | -8 | -6
Nc1nc(C(=O)N2CCOCC2)nn1C(=O)c1ccc(Cl)cc1 | 1 | 0.4 | 34 | 7 | 0.8 | 0 | i | 1 | -4 | 5
CCOc1ccc2[nH]c(=O)c(CN(CCCO)C(C)=O)cc2c1 | -7 | nt | 5 | -5 | -1.1 | -1 | -0.5 | -1 | -3 | -2
N#CC(c1ccccc1)(c1ncc(C(F)(F)F)cc1Cl)N1CCOCC1 (stereo unspecified) | 10 | nt | 23 | -1 | 0.6 | 9 | -12 | 3 | -11 | -12
O=C(Nc1ccc(F)cc1)C(Sc1nnc2ccccn12)c1ccccc1 (stereo unspecified) | -1 | 1.4 | 8 | 1 | 0.5 | -4 | i | -3 | 0 | 0
Oc1ccc[n+](CC(O)c2ccccc2)c1 (stereo unspecified) | 5 | -0.2 | nt | -1 | -2.2 | -6 | -0.5 | nt | -6 | 8
Cn1c(SCC(=O)Nc2cccc(NC(=O)c3cccs3)c2)nnc1-c1ccncc1 | 4 | nt | 29 | -6 | 0.3 | -5 | i | 4 | -24 | -9
CNC[C@H](Cc1ccccc1)NC[C@@H](Cc1cccc2ccccc12)NCCc1ccc(C)cc1 | -18 | 1.1 | 21 | -6 | 1.2 | -5 | 1.2 | 4 | 7 | -4
O=C(C1=C(O)C(=O)N(CCCn2ccnc2)C1c1ccccc1)c1ccco1 (stereo unspecified) | -1 | nt | 24 | 0 | -0.2 | 4 | i | 0 | -31 | 10
Cc1nc2ncnn2c(C)c1CCC(=O)NCCCN1CCN(c2cccc(Cl)c2)CC1 | 5 | nt | 2 | -5 | -0.6 | 6 | -0.1 | -3 | -3 | 3
COc1cc(C=NNC(=S)Nc2ccc(S(=O)(=O)N3CCCCC3)cc2)cc(OC)c1OC | 14 | 4.9 | nt | -2 | nt | nt | 0.2 | nt | nt | 4
CC1CCC(=NNS(=O)(=O)c2ccc([N+](=O)[O-])cc2)CC1 (stereo unspecified) | 110* | 1.2 | nt | -4 | -0.9 | nt | nt | nt | -5 | -5
COC(=O)c1sc(N2C(=O)c3oc4ccccc4c(=O)c3C2c2cccs2)nc1C (stereo unspecified) | 8 | nt | -5 | -5 | -1.6 | nt | 0.5 | -3 | -6 | -5
N#CC(C#N)=C(C#N)c1ccc(Nc2ccccc2)cc1 | 9 | 0.7 | -12 | -2 | 0.3 | -2 | -0.2 | -1 | 15 | -6

4 compounds drawn at random from the list so far:
SMILES | MazF activator | TcdB inh | VHR inh abs | Anthrax LF inh2 | PfHsp40 yeast | Rv3671c protease | Vc quorum ag | SARS 3CLpro inh | PriA SSB inh | Y pestis TopoI
CC(C)[C@H](NS(=O)(=O)c1cccc(C(F)(F)F)c1)C(=O)OCC(N)=O | 2 | 2.3 | 7 | 1 | -1.2 | 3 | i | 1 | -21 | -7
Cn1c(SCC(=O)Nc2cccc(NC(=O)c3cccs3)c2)nnc1-c1ccncc1 | 4 | nt | 29 | -6 | 0.3 | -5 | i | 4 | -24 | -9
COc1ccc(S(=O)(=O)N2CCCC(C(=O)NCc3ccncc3)C2)cc1Cl (stereo unspecified) | 2 | nt | 0 | -4 | -1.8 | -2 | -0.4 | 6 | -3 | -4
CN1CCN(Cc2ccccc2C(F)(F)F)CC1 | -5 | nt | 7 | -8 | 3.0 | -15 | -0.7 | 1 | -2 | 2

Bioassay records from PubChem.

The list is partial (hit frequency here may not be typical).
